# ARFGAP1 inhibitor: inhibitors of rat ARFGAP1. inhibition, % at 16.5 µM. Arfgap1-stimulated ARF1 GTP hydrolysis, GDP FP detection. Q62848. 360,000 tested, 0.26% active;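 active = inhibition above a per-plate limit, mean inhibition of low control wells plus 3 SD, cut at about 25% in these data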;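 note: 0% = DMSO wells with enzyme and 100% = wells lacking Arfgap1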
# Target sequence (Q62848 1-136 limits assumed): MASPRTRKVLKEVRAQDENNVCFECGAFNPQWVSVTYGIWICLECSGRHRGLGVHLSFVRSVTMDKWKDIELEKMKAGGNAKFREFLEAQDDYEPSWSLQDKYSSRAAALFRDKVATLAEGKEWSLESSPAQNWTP
#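 Repeats: one replicate per compound; assay system: rat Arfgap1 catalytic domain, aa 1-136; times: enzyme reaction 120 min at 25 °C after 20 min preincubation; detection: FP of antibody-bound GDP Alexa 633 tracer, ex 620/em 688 nm; benchmarks: high control wells lacking Arfgap1, low control full reaction with DMSO; reagent: human ARF1(Δ1-17)-GTP substrate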
# UHRF1 MBD2 ctr: blocks human UHRF1 binding to methylated DNA; AID 687016; UHRF1 binding to methylated oligo, TR-FRET; inhibition, % at 4.4 µM; 370,000 tested, 0.75% active; Q96T88; in the data active = inhibition above about 21%;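 note: UHRF1 SRA domain binding a hemimethylated CpG hairpin DNA probe; 0% = median of test compound wells and 100% = reference inhibitor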
# ADAM17 inh: inhibitors of human ADAM17. AID 720648. P78536. recombinant ADAM17, EDANS/DABCYL FRET peptide cleavage. 370,000 tested, 0.83% active. inhibition, % at 6.95 µM;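 active = inhibition above the mean of compounds lying between control limits plus 3 SD, set per campaign, cut at about 8.5% in these data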;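 note: 0% = DMSO-only wells as the low control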
# DDE Tn6 FP inh: disrupts Tn6 cyclic peptide binding to fibrin D-Dimer-E complex. P02675. Fibrin DD(E) TRITC-Tn6 fluorescence polarization displacement. inhibition, % at 8.3 µM. 370,000 tested, 0.21% active;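 active = inhibition above a per-campaign cutoff: mean of compounds within control limits plus 3 SD, cut at about 15% in these data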;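 note: 0% = median of all compound wells on the plate and 100% = blocking peptide control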
# Target sequence (P02675 whole entry, looked up): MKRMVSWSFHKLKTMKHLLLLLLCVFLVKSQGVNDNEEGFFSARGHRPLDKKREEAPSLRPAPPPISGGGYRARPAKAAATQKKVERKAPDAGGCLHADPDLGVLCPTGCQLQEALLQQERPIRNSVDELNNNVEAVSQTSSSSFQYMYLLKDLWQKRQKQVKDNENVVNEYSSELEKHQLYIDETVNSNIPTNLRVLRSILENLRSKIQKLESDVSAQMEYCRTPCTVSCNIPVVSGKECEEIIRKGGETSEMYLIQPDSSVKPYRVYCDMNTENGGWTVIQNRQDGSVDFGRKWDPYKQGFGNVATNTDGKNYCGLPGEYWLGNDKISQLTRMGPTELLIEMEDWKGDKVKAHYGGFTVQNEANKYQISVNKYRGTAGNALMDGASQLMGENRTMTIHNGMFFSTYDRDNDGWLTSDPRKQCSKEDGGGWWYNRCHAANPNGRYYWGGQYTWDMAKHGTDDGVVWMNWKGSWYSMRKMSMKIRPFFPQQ
# PLCg1 inh: PLC-gamma1 (human) inhibition, primary screen; purified PLC-gamma1, fluorogenic substrate, fluorescence; inhibition, % at 12.2 µM; 370,000 tested, 0.84% active; in the data active = inhibition above about 9.5%
# MBD2 DNA inh: MBD2-methylated oligo binding inhibition. inhibition, % at 4.4 µM. 370,000 tested, 0.31% active. Q9UBB5. TR-FRET, MBD2 binding to methylated oligonucleotide; in the data active = inhibition above about 13%
# Target sequence (Q9UBB5 whole entry, looked up): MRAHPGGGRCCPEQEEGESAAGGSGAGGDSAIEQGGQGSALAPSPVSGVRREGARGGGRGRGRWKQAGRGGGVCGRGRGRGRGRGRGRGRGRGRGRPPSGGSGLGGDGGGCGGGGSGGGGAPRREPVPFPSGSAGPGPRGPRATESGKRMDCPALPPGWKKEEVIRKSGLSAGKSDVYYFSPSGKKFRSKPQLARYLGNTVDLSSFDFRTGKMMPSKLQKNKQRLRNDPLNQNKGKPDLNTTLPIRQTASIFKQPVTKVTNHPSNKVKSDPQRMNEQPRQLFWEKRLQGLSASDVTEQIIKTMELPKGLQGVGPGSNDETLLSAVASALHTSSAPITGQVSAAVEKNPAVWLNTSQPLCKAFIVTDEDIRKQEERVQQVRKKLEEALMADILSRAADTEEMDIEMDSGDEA
# Tn7 DDE FP: inhibitors of Tn7 peptide binding to human fibrin DD(E). inhibition, % at 8.3 µM. FP displacement of FITC-Tn7 peptide from fibrin DD(E); 0% = median of compound wells per plate. AID 720508. P02675. 370,000 tested, 0.13% active;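 active = inhibition above the mean of compounds falling within the control limits plus 3 SD of them, cut at about 14% in these data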;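 note: 0% = plate median of compound wells and 100% = 10 µM Aha-Tn7 peptide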
#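 Also added: labelled Tn7 tracer, 0.1 µM; Assay system: human fibrin DD(E) protein; Amount: 2 µM fibrin DD(E); Schedule: 10 min compound pre-incubation, 3 h probe incubation at room temperature; Repeats: one replicate per compound; Read-out basis: percent inhibition; Measured by: fluorescence polarization of the labelled Tn7 tracer.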
# ASAP1 GAP inh: inhibitors of human ASAP1 ArfGAP activity; Q9ULH1; inhibition, % at 16.5 µM; 360,000 tested, 0.19% active; AID 624377; ASAP1-stimulated ARF1 GTP hydrolysis, GDP FP detection; in the data active = inhibition above about 25%;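 note: 0% = vehicle with enzyme and substrate and 100% = no enzyme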
# PLCb3 inh: inhibitors of human phospholipase C beta3 | Purified PLC-beta3, fluorogenic substrate, fluorescence | inhibition, % at 12.2 µM | 370,000 tested, 0.18% active; in the data active = inhibition above about 11%;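 note: 0% = median of compound wells on plate and 100% = full blocker control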
# KLK7 zymogen act: activates the human kallikrein-7 zymogen | P49862 | purified proKLK7, EDANS-DABCYL substrate fluorescence; 100% is mature enzyme control, 0% vehicle | activation, % at 7 µM | 370,000 tested, 0.9% active | AID 652039;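 active = activation above the mean of all tested compounds plus 3 SD, computed per campaign excluding outliers beyond control limits, cut at about 13% in these data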
# * = called active by the depositor; i = inactive.
SMILES	ARFGAP1 inhibitor	PLCb3 inh	PLCg1 inh	MBD2 DNA inh	ASAP1 GAP inh	DDE Tn6 FP inh	KLK7 zymogen act	ADAM17 inh	Tn7 DDE FP	UHRF1 MBD2 ctr
O=C1CC2(CCN(C(=O)c3ccc(F)c(F)c3)CC2)Oc2ccccc21	-6	-31	-19	0	3	-4	1.4	-32	0	0
CCOC(=O)[C@]12CCCC=C1N(Cc1ccccc1)C(=O)[C@H](CC(=O)N1CCCCCC1)C2	-2	1	2	0	-6	-12	1.0	-5	-5	2
O=C(c1ccc(OC2CCN(CCc3ccccc3)CC2)cc1)N1CCCC(CCCO)C1 (stereo unspecified)	13	-6	1	0	4	1	-0.2	-5	4	1
COc1cccc(CNC(=O)C2CCN(S(=O)(=O)N3CCC4(CC3)OCCO4)CC2)c1	-3	3	4	-2	2	-4	0.5	-3	2	0
Cc1ccccc1-n1c(O)c(/C=N/N2CCCCC2c2cccnc2)c(=O)[nH]c1=O (stereo unspecified)	1	4	1	-2	-7	5	-0.4	0	2	-2
O=C1Nc2cccnc2N(C(=O)CCl)c2ccccc21	-18	-8	1	-3	-2	2	0.0	-4	-2	0
COc1ccc(C)cc1NC(=O)C1CC(=O)N(CCc2ccccc2)C1 (stereo unspecified)	11	-4	2	2	-21	-1	0.5	-2	9	0
CSCCC(C(=O)Nc1c(C)cccc1C)n1c(-c2cc(C)cs2)nc2ccccc21 (stereo unspecified)	4	-25	-21	1	-9	-3	-0.4	-20	-9	1
COC(=O)/C=C1/S/C(=N/N=C/c2ccco2)NC1=O	12	-12	-5	3	6	-1	-1.7	-3	2	1
O=C(NCC(=O)N(c1cccnc1)C(C(=O)NC1CCCC1)c1ccccc1)c1ccco1 (stereo unspecified)	-6	4	-1	1	7	0	0.6	1	-2	-2
Cc1cc(N2CCN(CC(C)(C)O)C[C@@H]2C)ccc1N1CCN(Cc2ccccc2)[C@@H](C)C1	16	-15	-11	2	5	-13	1.0	-6	6	4
O=C(O)c1ccc(NS(=O)(=O)c2ccc3c(c2)C2C=CCC2C(c2ccccc2F)N3)cc1 (stereo unspecified)	-24	-65	-31	4	-7	-14	4.9	-6	-3	13
CNCC(O)c1ccc(OC(=O)C(C)(C)C)c(OC(=O)C(C)(C)C)c1 (stereo unspecified)	3	3	-2	6	2	1	2.9	-7	0	-1
Cc1ccc(C(=O)NCCNC(=O)Cc2ccccc2)cn1	7	1	2	-3	0	2	-0.3	-3	4	0
Cc1ccc(CNC(=O)N2CCN(C)CC2)cc1	14	2	-2	6	-8	2	0.1	-4	-6	2
CCOc1ccccc1NC(=O)Cc1coc2ccc(C)cc12	4	-5	0	2	-8	7	0.0	1	6	1
COc1ccc(/C=C/C(=O)NCC(=O)N/N=C(/C)c2ccco2)cc1	3	-6	2	1	-7	-3	-0.3	0	2	0
COc1ccc(OCc2nnc(SCC(N)=O)n2N)cc1	0	3	2	0	-3	-4	-0.8	-1	-3	2
O=C(Cc1ccc(Cl)cc1)N/N=C/c1ccccc1	13	1	2	-1	18	-3	0.5	2	-8	2
COc1ccc(C)cc1-n1nnnc1SCC(=O)NC1CCCC1	-8	-5	0	-1	-4	-3	-0.1	-1	5	0
COc1ccc(N(C(=O)CNC(=O)c2ccco2)C(C(=O)NC2CCCCC2)c2cccnc2)cc1 (stereo unspecified)	7	-1	-1	-2	3	-2	-0.1	-2	0	-2
CNC(=O)C(C#N)(Cc1cc(C(C)=O)ccc1OC)Cc1cc(C(C)=O)ccc1OC	-4	-9	-3	-4	17	-10	0.0	-3	-1	0
COCc1nc2sc(C)c(C)c2c(=O)[nH]1	-8	0	-1	2	-2	-8	0.1	-2	3	-2
O=C(c1ccccc1F)N1CCN=C1c1ccccc1	-6	-4	4	7	3	-4	-0.4	-4	3	0
Cc1ccc(NC(=O)c2ccc(Cl)c(NC(=O)c3cccs3)c2)cc1	-5	-3	1	-5	9	-8	0.2	5	9	-2
Cc1cc(Br)ccc1NC(=O)CN(C)C(=O)CN1C(=O)NC2(CCCC2)C1=O	5	-4	0	-1	-14	3	-0.4	-1	-3	0
CN(C)c1ccc(/C=C2\SC(N3CCCCC3)=NC2=O)cc1	6	-24	-18	-9	0	-6	-0.2	0	-1	5
Cc1oc(-c2ccccc2)cc1C(=O)Nc1ccc(N(C)C)cc1	11	-7	-5	1	9	4	1.4	7	-6	-2
CCN(CC)CCCNC(=S)N(CCO)Cc1cc2cc3c(cc2[nH]c1=O)OCCO3	6	-80	-56	8	-2	1	-1.5	-104	0	-1
CC(C)Nc1nc(NCCOc2ccccc2)c2sccc2n1	-4	3	3	5	-7	5	-0.5	-4	3	5
COc1ccc(Cc2nnc(NC(=O)Nc3ccccc3F)s2)cc1OC	1	1	0	0	-6	2	-0.3	1	1	2
CSCC[C@H](NC(=O)OC(C)(C)C)c1nnc(SCc2ccc(F)cc2)o1	2	0	0	-2	-1	2	0.9	0	3	0
O=C(CCNC(=O)c1ccco1)NC(Cc1c[nH]c2ccccc12)C(=O)O (stereo unspecified)	-11	-12	0	3	-13	2	-0.1	0	-2	-1
COc1ccc(N(C(=O)CNC(=O)c2ccco2)C(C(=O)NC2CCCC2)c2cccnc2)cc1 (stereo unspecified)	-8	3	3	-3	-11	-4	-0.1	1	-2	-3
COc1ccc(CN2C(=O)CN(S(C)(=O)=O)CC2(C)C(=O)NC(C)C)cc1 (stereo unspecified)	3	1	2	-3	3	-7	-0.2	-3	-6	0
Cc1ccc(S(=O)(=O)N(CC(=O)N2CCN(c3ccccc3F)CC2)C2CCCCC2)cc1	2	1	4	-2	13	-4	0.1	7	-6	0
CCOc1ccc(CNc2ccc3c(c2)ncn3C(C)(C)C)cc1	4	-19	-8	-3	0	2	0.6	-2	-4	-1
O=[N+]([O-])c1c(-c2cn[nH]c2)n[nH]c1-c1cn[nH]c1	0	4	2	1	-10	-1	-0.4	-2	1	-4
Cc1ccc(C(C(=O)NC2CCCC2)N(C(=O)Cc2cccs2)c2ccc3c(c2)OCCO3)cc1 (stereo unspecified)	-1	5	2	-7	-10	-8	-0.3	2	-6	3
COc1cccc(/C=C2\SC(=S)N(CCCC(=O)N3CCCCC3CCO)C2=O)c1 (stereo unspecified)	2	-1	3	2	-1	6	0.1	2	7	-5
Cc1c(CN2CCC(CO)(CC3CCCCO3)CC2)cnn1C (stereo unspecified)	-2	1	2	-1	-15	-4	-0.1	-5	3	-2
Cc1ccc(S(=O)(=O)N2CCC[C@H]2C(=O)Nc2ccccc2Cl)cc1	15	2	2	3	7	4	-0.7	-3	1	1
CC(C)(O)[C@@H]1Cc2c(ccc3ccc(=O)oc23)O1	11	-411	-263	-6	21	4	7.3	i	-1	-1
COc1ccccc1/C=C\C=N\n1c(-c2ccc(Cl)cc2)n[nH]c1=S	-8	-1	-1	5	-8	-5	0.3	-2	-2	1
CC(C)N1C(=O)CCC1C(=O)NC1CCCC1 (stereo unspecified)	10	2	2	2	-1	4	0.5	-1	-1	1
CCOC(=O)c1c(C)[nH]c(C(=O)COC(=O)CCSc2ccccc2)c1C	-8	-1	-5	4	-10	-11	0.4	1	3	1
CCOC(CNC(=O)C(=O)Nc1cc2c3c(c1)CCN3C(=O)CC2)OCC	23	-3	2	0	-23	3	0.4	2	-2	0
Cc1ccccc1NC(=O)CN1CCC(NC(=O)Nc2ccccc2)CC1	2	-2	0	3	-4	-1	0.2	0	7	-1
CC(=O)c1ccc(-c2cccc([C@H]3[C@@H]4C=CC[C@@H](C)[C@@H]4C(=O)N3Cc3ccccc3)c2)cc1	7	-3	-1	0	-11	-3	0.1	-2	6	-1
O=C(O)COc1ccccc1/C=N/NC(=O)C(O)c1ccccc1 (stereo unspecified)	-4	-7	0	1	0	-2	0.0	-9	0	-2
COc1ccc(NS(=O)(=O)c2cc(Cl)ccc2Cl)cc1S(=O)(=O)N1CCCCC1	2	-4	3	1	-1	-9	0.0	-1	4	4
CCc1nnc(NS(=O)(=O)c2ccc(NC(=O)COc3ccc(Cl)c(C)c3)cc2)s1	-6	-3	-2	0	7	-9	0.0	1	6	-1
Cc1ccc2cccc(Oc3ncnc4sc(C)c(C)c34)c2n1	-4	2	1	2	5	-4	0.1	0	-8	-4
COc1cccc(-c2cnc3c(NC(C)=O)cc(-c4cccc(NS(C)(=O)=O)c4)cn23)c1	4	-81	-51	-1	5	-15	-0.5	-16	3	-3
Cc1cc(C)cc(Cn2c3ccc(NC(=S)NC4CCCCC4)cc3c(=O)n2C)c1	-11	-447	-320	3	11	5	-22	-222	-3	-1
CCCCNC(=O)CCn1c(=S)[nH]c2cc3c(cc2c1=O)OCO3	0	-2	-2	2	3	4	-0.6	-4	4	-2
CC1(C(=O)Nc2cnc3ccccc3c2)CCN1C(=O)c1ccccc1CCc1ccccc1 (stereo unspecified)	4	-1	-1	-5	7	4	0.3	4	5	0
COC(=O)COC(=O)c1ccccc1NC(=O)c1ccccc1	4	-1	2	3	2	6	-0.1	-3	5	-2
COCCNC(=O)C1(C)CCN(C(=O)c2ccc(C(F)(F)F)nc2C)C1 (stereo unspecified)	2	6	3	-2	-1	-2	0.4	1	1	3
Cc1ccc(CSc2nnc(-c3ccc(NS(=O)(=O)c4ccccc4)cc3)o2)cc1	11	-2	2	2	-2	2	-0.2	9	-4	0

# Next section:
SMILES	ARFGAP1 inhibitor	PLCb3 inh	PLCg1 inh	MBD2 DNA inh	ASAP1 GAP inh	DDE Tn6 FP inh	KLK7 zymogen act	ADAM17 inh	Tn7 DDE FP	UHRF1 MBD2 ctr
O=C(OCc1ccc([N+](=O)[O-])cc1)C1CC(=O)N(Cc2ccccc2Cl)C1 (stereo unspecified)	9	1	6	-7	1	-2	-0.5	-2	-5	4
CCN(CC)S(=O)(=O)c1ccc(NC(=O)c2cnc(C)cn2)cc1	3	-6	2	-3	2	-3	0.2	-1	-7	0
COc1ccc(S(=O)(=O)Nc2ccccc2)cc1	-5	-4	-2	-6	-4	0	0.3	1	-9	-2
O=C(NCCN1CCCCC1)c1cc2ccccc2[nH]1	-8	-2	-4	1	3	-4	0.8	-6	-5	7
Cc1ccccc1N1CCN(C2=NC(=O)/C(=C\c3cccs3)S2)CC1	2	-9	-4	3	-7	-7	-0.3	1	-2	7
O=C(CSCc1ccccc1)Nc1cccc(C(=O)Nc2ccccc2C(=O)O)c1	2	-7	-8	-6	11	7	0.4	-3	4	-1

# Screening results from PubChem BioAssay.
